CHRM5 agonist = agonists of human muscarinic M5 receptor (CHRM5) | P08912 | CHO-K1 hM5 cells, Fluo-8 calcium fluorescence; 0% DMSO wells, 100% maximal acetylcholine response | activation, % at 3 µM | 0.19% of 360,000 active | AID 624037;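 active = activation above the run's mean over test compounds plus 3 SD, cut at about 23% in these data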;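 also: signal is peak over basal fluorescence ratio across the kinetic read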
CHRM4 antagonist = CHRM4 antagonism in calcium assay; P08173; CHO-hM4 cells, ACh EC80, Fluo-8 calcium fluorescence; inhibition, % at 3 µM; 0.73% of 360,000 active; AID 624125;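 active = inhibition above its plate's cutoff, the mean inhibition of sample wells plus 3 SD, cut at about 27% in these data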;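 also: 0% = acetylcholine EC80 with DMSO and 100% = DMSO without agonist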
CHRM5 antagonist = antagonists of human muscarinic M5 receptor (CHRM5); inhibition, % at 3 µM; 0.59% of 360,000 active; CHO-hM5 cells, Fluo-8 calcium fluorescence, ACh EC80; AID 624040;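 active = inhibition above a per-plate cutoff, the mean of that plate's test compounds plus 3 SD, cut at about 27% in these data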;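 also: 0% = acetylcholine EC80 with DMSO and 100% = DMSO without agonist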
CHRM1 PAM = potentiates human M1 receptor response to acetylcholine | CHO-K1 hM1, Fluo-8 calcium fluorescence, ACh EC20; 0% = ACh EC20, 100% = maximal ACh | activation, % at 3 µM | 0.088% of 360,000 active; in the data active = activation above about 19%, passing the limit was not always enough
Target sequence (P11229 whole entry, looked up): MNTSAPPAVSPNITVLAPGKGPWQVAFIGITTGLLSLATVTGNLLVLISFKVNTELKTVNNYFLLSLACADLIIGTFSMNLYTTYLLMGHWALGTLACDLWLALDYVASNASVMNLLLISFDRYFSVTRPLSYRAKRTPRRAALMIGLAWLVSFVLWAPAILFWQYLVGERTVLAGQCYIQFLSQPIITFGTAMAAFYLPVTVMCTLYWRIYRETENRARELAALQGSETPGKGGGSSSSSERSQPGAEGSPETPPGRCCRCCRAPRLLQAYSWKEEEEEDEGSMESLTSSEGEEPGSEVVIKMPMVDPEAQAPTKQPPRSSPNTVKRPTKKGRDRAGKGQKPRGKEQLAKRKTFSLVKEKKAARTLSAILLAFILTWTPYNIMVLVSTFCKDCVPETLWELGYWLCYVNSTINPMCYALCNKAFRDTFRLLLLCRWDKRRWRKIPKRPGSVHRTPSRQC
CHRM5 PAM = potentiates acetylcholine response at human M5 receptor; P08912; CHO-K1 hM5, Fluo-8 calcium, ACh EC20 PAM; 0% = ACh EC20, 100% = ACh EC100; activation, % at 3 µM; 0.3% of 360,000 active; AID 624038;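 active = activation above the run cutoff, the mean activation of all test compounds plus 3 SD, cut at about 18% in these data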
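Probe or stimulus: acetylcholine, EC20 level; Assay system: human M5 receptor in CHO-K1 cells; Schedule: compound preincubation 140 s before EC20 acetylcholine addition; Technique: intracellular calcium via Fluo-8 fluorescence; Dosing: single-point, 3 µM nominal; Read-out basis: percent activation from peak-over-basal fluorescence ratio, scaled EC20-to-EC100 acetylcholine; Repeats: one well per compound, no replicates.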
M1 ag = activates human CHRM1 receptor; AID 588814; 0.33% of 360,000 active; CHO-K1 hM1, Fluo-8 calcium fluorescence, agonist mode; 0% DMSO, 100% acetylcholine EC100; activation, % at 3 µM; P11229;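 active = activation above the run's mean compound activation plus 3 SD, cut at about 16% in these data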;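 also: peak over basal fluorescence ratio within a 140 s kinetic read after compound addition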
M1 antag = antagonists of human M1 muscarinic receptor | P11229 | inhibition, % at 3 µM | CHO-K1 hM1, Fluo-8 calcium fluorescence, ACh EC80 antagonist | 1.3% of 360,000 active | AID 588852;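 active = percent inhibition above its own plate's cutoff, namely the mean of that plate's compound wells plus 3 SD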;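 also: peak over basal fluorescence ratio during 140 s after agonist addition; 0% = ACh EC80 plus DMSO and 100% = DMSO alone without agonist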
M4 ag = agonists of human muscarinic M4 receptor (CHRM4); CHO-K1 hM4/Gqi5, Fluo-8 calcium fluorescence; vehicle 0%, full acetylcholine response 100%; 0.14% of 360,000 active; activation, % at 3 µM; AID 624127;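 active = activation above the run mean over all test wells plus 3 SD, cut at about 32% in these data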;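 also: peak over basal fluorescence ratio per well then scaled between controls; 0% = DMSO wells and 100% = acetylcholine at EC100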
TAAR1 ag = agonists of human TAAR1. Q96RJ0. CHO RD-HGA16 TAAR1, Fluo-8 calcium fluorescence; vehicle wells 0%, saturating PEA agonist 100%. activation, % at 3 µM. 0.99% of 360,000 active;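 active = activation above the mean activation of all test compounds in the run plus 3 SD, cut at about 38% in these data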
Target sequence (Q96RJ0 whole entry, looked up): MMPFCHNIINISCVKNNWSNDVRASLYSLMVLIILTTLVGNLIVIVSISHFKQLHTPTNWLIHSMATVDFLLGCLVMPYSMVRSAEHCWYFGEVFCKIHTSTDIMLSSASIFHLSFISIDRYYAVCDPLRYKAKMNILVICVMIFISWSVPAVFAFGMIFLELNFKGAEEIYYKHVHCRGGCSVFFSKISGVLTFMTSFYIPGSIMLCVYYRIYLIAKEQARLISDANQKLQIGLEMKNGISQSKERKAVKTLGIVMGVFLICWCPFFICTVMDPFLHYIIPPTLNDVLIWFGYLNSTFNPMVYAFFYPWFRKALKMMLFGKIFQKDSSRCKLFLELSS
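System: CHO-derived RD-HGA16 cells with stable Gα16 and human TAAR1. Times: 17-24 h plating, Fluo-8 75 min 37 °C, 30 min RT. Measured by: calcium-sensitive Fluo-8 signal, excitation 470-495, emission 515-575 nm. Read-out basis: % activation relative to PEA EC100 response. Control set: DMSO and PEA EC100. Repeats: no replicates (n 1).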
* = called active by the depositor; nt = no result given. A portion of the library; the hit share may differ from the screen's.

SMILES	CHRM5 agonist	CHRM4 antagonist	CHRM5 antagonist	CHRM1 PAM	CHRM5 PAM	M1 ag	M1 antag	M4 ag	TAAR1 ag
CCCCN(C(=O)C1COc2ccccc2O1)c1c(N)n(CCC)c(=O)[nH]c1=O (stereo unspecified)	3	-8	9	-2	-1	-5	4	0	1
Cc1cc(C)nc(-n2nc(C)c3c(C(F)(F)F)cc(=O)[nH]c32)n1	-4	-4	0	-5	-5	-1	-18	2	1
Cc1cc(C)n(-c2ccc(C(=O)OC(C)C)cc2)n1	-3	2	14	9	4	-15	-13	-1	3
CC(/C=C/c1ccc(O)cc1)=N/O	-4	3	-11	2	-4	-3	-27	0	3
OCC1(Cc2ccccc2)CCN(C2CCN(c3ccccc3F)CC2)CC1	-4	-4	13	-21	-24	-3	35*	27	20
Cc1cccc(OCC(=O)Nc2cc(S(=O)(=O)N3CCCCC3)ccc2N2CCN(C)CC2)c1	-10	4	1	4	3	-6	-9	3	3
NS(=O)(=O)c1ccc(NC(=O)c2ccc(COc3ccccc3)o2)cc1	3	2	6	-1	-12	-4	-1	10	4
O=C(CN(Cc1ccccc1)S(=O)(=O)c1ccc(F)cc1)NCc1cccnc1	-2	-4	-1	-2	-2	-3	9	7	2
Cc1cccn2c(=O)c(C(=O)NCCCN3CC(C)CC(C)C3)c(O)nc12 (stereo unspecified)	-6	9	10	7	0	-7	-10	5	-1
CCc1ccc(CN2C(=O)c3ccccc3C2C(=O)NC(C)CC)cc1 (stereo unspecified)	-3	-10	6	9	-4	1	-6	0	-1
Cc1ccc(C(=O)Nc2ccc3c(c2)OCCO3)o1	2	2	-4	11	4	-4	-11	0	4
COc1ccc(/C=C2\Sc3ccc(C(=O)NCCN4CCCCCC4)cc3N(C)C2=O)cc1	-5	-1	-7	-3	2	-5	-4	3	5
Cc1ccccc1N(CC(=O)NC1CCCC1)C(=O)c1csnn1	-2	-4	-3	-8	5	-5	5	0	2
Cc1ccc2nc(-c3cccnc3)cc(C(=O)Nc3ccccc3[N+](=O)[O-])c2c1	-1	-18	11	-5	-5	-3	8	10	5
CC1(NS(=O)(=O)c2ccc(Cl)s2)CCS(=O)(=O)C1 (stereo unspecified)	6	7	1	6	-1	-1	-13	2	1
O=C1c2ccccc2S(=O)(=O)c2cc(C(=O)N3CCCC3)ccc21	6	-6	2	-6	10	-2	-3	-1	3
CCOc1ccc(C(C)(C)C)cc1S(=O)(=O)Nc1ccncc1	1	-6	4	6	-4	-2	-9	1	4
CCCCNC(=O)NS(=O)(=O)c1ccc(NC(=O)C(NC(N)=O)C(C)CC)cc1 (stereo unspecified)	-1	-1	9	10	2	-1	-16	0	8
CNC(=O)NC(=O)CSc1nc2sccc2c(=O)n1-c1ccccc1	-4	4	13	12	-3	-2	-8	0	4
COc1ccc(CNC(=O)c2ccc(CS(=O)(=O)c3ccc(OC)cc3)o2)cc1	2	-12	-9	11	0	2	-19	6	2
O=C(Cc1ccccc1)N1CCN(c2ccccc2F)CC1	1	-3	-3	4	15	-3	-13	1	-1
CC(=O)Nc1ccc(NC(=S)NC(=O)c2ccc([N+](=O)[O-])c(C)c2)cc1	2	1	0	5	-4	-2	-4	2	3
CC(C)=C1SC(N2CCN(c3ccc(Cl)cc3)CC2)=NC1=O	3	7	-4	-7	2	-7	11	3	22
COc1ccc(Cl)cc1CNC[C@H]1O[C@@H](n2cnc3c(=O)[nH]c(N)nc32)[C@H](O)[C@@H]1O	1	0	10	-1	-3	-1	-18	1	2
N#Cc1nc(Cc2cccc3ccccc23)oc1N1CCC(C(N)=O)CC1	0	1	2	7	-7	-3	-20	4	0

Gathered by group: those above containing two or more sulfur atoms.
SMILES	CHRM5 agonist	CHRM4 antagonist	CHRM5 antagonist	CHRM1 PAM	CHRM5 PAM	M1 ag	M1 antag	M4 ag	TAAR1 ag
CC1(NS(=O)(=O)c2ccc(Cl)s2)CCS(=O)(=O)C1 (stereo unspecified)	6	7	1	6	-1	-1	-13	2	1
CNC(=O)NC(=O)CSc1nc2sccc2c(=O)n1-c1ccccc1	-4	4	13	12	-3	-2	-8	0	4

Going on with the list.
SMILES	CHRM5 agonist	CHRM4 antagonist	CHRM5 antagonist	CHRM1 PAM	CHRM5 PAM	M1 ag	M1 antag	M4 ag	TAAR1 ag
COc1ccc(-c2ccc(=O)n(CC(=O)Nc3cccc(O)c3)n2)cc1OC	-4	6	11	6	-3	-3	-4	0	6
Cc1ccc(NC(=O)c2cc(S(=O)(=O)N3CCC4(CC3)OCCO4)ccc2F)cc1	-1	-2	1	1	-6	-4	3	1	2
COc1ccc(CNC(=O)C2CCN(S(=O)(=O)c3ccc(-c4nn[nH]n4)cc3)CC2)cc1	2	5	2	4	-5	-1	-8	1	8
CCCNCCC(c1ccco1)c1ccccc1OC (stereo unspecified)	-6	12	12	-26	-14	-7	41*	-1	10
COC(=O)c1c(C(=O)OC)c(-c2ccc(C)cc2)n2c1CS(=O)C2 (stereo unspecified)	1	1	-4	8	-4	-2	-13	0	13
CCCOc1cc(C)c(S(=O)(=O)NCc2cccs2)cc1C	-2	-21	11	-3	-16	-5	1	0	18
CCNC(=S)NS(=O)(=O)c1ccccc1	-3	1	3	14	-3	-3	-17	1	3
C=C(C)Cn1c2ccc(NC(=O)NCc3ccc(F)cc3)cc2c(=O)n1C	0	-2	0	0	5	-4	-2	1	1
CCCc1c(O)nc(SCC(=O)O)[nH]c1=O	-4	-13	-4	-1	4	-5	-1	1	10
O=C(c1cccs1)N1CCN=C1SCc1ccc(F)cc1	-2	-1	9	10	-7	-3	-14	0	-1
Cc1ccc(NC(=O)CN(C)CC(=O)Nc2ccc(N3CCOCC3)cc2)c([N+](=O)[O-])c1	3	-12	-4	-1	-1	-2	2	1	4
O=C(Oc1cccc(NC(=O)c2ccco2)c1)c1ccc(Br)c(S(=O)(=O)N2CCCCC2)c1	-3	-9	5	-2	-17	-2	7	3	4
O=C(O)CN1C(=O)c2ccc(Oc3ccc4c(c3)C(=O)N(CC(=O)O)C4=O)cc2C1=O	-2	6	7	18	2	0	-20	1	0
CCOC(=O)CN1NC2(CCCCCC2)NC1=S	1	-3	10	5	-4	-2	-5	11	2
CCN(Cc1cc2ccccc2[nH]c1=O)C(=O)c1cccnc1	0	20	-1	-3	-7	-5	9	2	3
CSc1ccc(-c2sc(Nc3ccccc3)n[n+]2-c2ccccc2)cc1	-10	8	-2	5	2	-14	-7	1	nt
O=C(NNC(=S)NC(=O)c1sc2ccccc2c1Cl)c1ccc(Cl)cc1	-4	5	8	-6	-8	-3	9	4	91*
CCN(CC)C(=O)c1c(C)[nH]c(=S)c(C#N)c1-c1ccco1	0	4	6	3	0	-4	2	0	5
Cc1cccc(-c2ccc(C=Nc3c(C)n(C)n(-c4ccccc4)c3=O)o2)c1	-2	0	-1	4	-4	-6	-20	1	11
CC(C)C(=O)Nc1ccccc1Cc1ccccc1	1	-8	-3	3	6	-3	1	1	-1
CCCCNC(=O)c1onc(CSc2ccc(F)cc2)c1C(=O)NCCCC	-6	-2	9	-7	-5	-3	10	-1	10
CCOc1ccc(C(=O)NNC(=O)c2cc(C)oc2C)cc1	0	-8	-2	18	4	4	-10	1	1
CN(Cc1ccccc1)c1nc2c(c(=O)[nH]c(=O)n2C)n1Cc1ccccc1F	1	8	4	4	3	-8	-7	1	11
C[C@H](CO)N1C[C@H](C)[C@@H](CN(C)C(=O)NC2CCCCC2)Oc2c(NS(=O)(=O)c3ccccc3)cccc2C1=O	-2	-15	-3	-1	4	-4	-1	1	1
COCCn1c(SCC(=O)N2CCCC2)nnc1-c1ccoc1C	-2	6	-1	10	0	-2	-26	0	6

3 structures from above, arranged by heavy-atom count, rising:
SMILES	CHRM5 agonist	CHRM4 antagonist	CHRM5 antagonist	CHRM1 PAM	CHRM5 PAM	M1 ag	M1 antag	M4 ag	TAAR1 ag
CCOC(=O)CN1NC2(CCCCCC2)NC1=S	1	-3	10	5	-4	-2	-5	11	2
CCCNCCC(c1ccco1)c1ccccc1OC (stereo unspecified)	-6	12	12	-26	-14	-7	41*	-1	10
O=C(O)CN1C(=O)c2ccc(Oc3ccc4c(c3)C(=O)N(CC(=O)O)C4=O)cc2C1=O	-2	6	7	18	2	0	-20	1	0

Reprinted from above for reference:
SMILES	CHRM5 agonist	CHRM4 antagonist	CHRM5 antagonist	CHRM1 PAM	CHRM5 PAM	M1 ag	M1 antag	M4 ag	TAAR1 ag
C[C@H](CO)N1C[C@H](C)[C@@H](CN(C)C(=O)NC2CCCCC2)Oc2c(NS(=O)(=O)c3ccccc3)cccc2C1=O	-2	-15	-3	-1	4	-4	-1	1	1
COCCn1c(SCC(=O)N2CCCC2)nnc1-c1ccoc1C	-2	6	-1	10	0	-2	-26	0	6

Of the compounds above, these have a nitro group on carbon.
SMILES	CHRM5 agonist	CHRM4 antagonist	CHRM5 antagonist	CHRM1 PAM	CHRM5 PAM	M1 ag	M1 antag	M4 ag	TAAR1 ag
Cc1ccc2nc(-c3cccnc3)cc(C(=O)Nc3ccccc3[N+](=O)[O-])c2c1	-1	-18	11	-5	-5	-3	8	10	5
CC(=O)Nc1ccc(NC(=S)NC(=O)c2ccc([N+](=O)[O-])c(C)c2)cc1	2	1	0	5	-4	-2	-4	2	3
Cc1ccc(NC(=O)CN(C)CC(=O)Nc2ccc(N3CCOCC3)cc2)c([N+](=O)[O-])c1	3	-12	-4	-1	-1	-2	2	1	4

(listing goes on)
SMILES	CHRM5 agonist	CHRM4 antagonist	CHRM5 antagonist	CHRM1 PAM	CHRM5 PAM	M1 ag	M1 antag	M4 ag	TAAR1 ag
COC(=O)c1ccc(-c2noc(CN(Cc3ccccn3)CC3CCCO3)n2)cc1 (stereo unspecified)	-1	-9	7	10	-1	-6	-13	3	1
O=C(COC(=O)c1cccnc1Cl)Nc1ncc(Cl)cc1Cl	-4	2	12	8	-1	-5	-11	1	3
O=C(Nc1c(C(=O)N2CCOCC2)cnn1-c1ccccc1)c1ccc(F)cc1	-1	-6	2	12	0	1	-8	1	3
COc1cc(/C=C(\NC(=O)c2ccccc2)C(=O)N2CC3CC(C2)c2cccc(=O)n2C3)cc(OC)c1OC (stereo unspecified)	-1	-2	-5	2	16	-3	-3	1	1
COC(=O)c1ccc(NC(=O)COC(=O)C2=NN(c3ccccc3)C(=O)CC2)cc1	0	-2	6	8	-2	-4	-11	0	3
O=C(NC(=S)Nc1ccccc1N1CCCCC1)c1ccc(-c2cccc([N+](=O)[O-])c2)o1	0	-4	4	11	-4	-3	-10	1	4
Cc1ccc(S(=O)(=O)N2CCOCC2)cc1NC(=O)Cn1nnc(-c2ccccc2)n1	2	-10	3	1	-4	0	-4	3	6
O=C(CCC(=O)c1cccs1)NCc1ccccc1	-4	4	-10	2	0	-5	4	0	4
Cc1c(Cl)cccc1NC(=O)CSc1nc(=O)n(CCCN2CCOCC2)c2c1CCCC2	0	-13	-1	-1	-2	-9	-6	4	0

Screening results from PubChem BioAssay.
